ZTA DNA inh – counter-screen for EBNA-1 inhibitors: inhibitors of Epstein-Barr virus ZTA. ZTA-DNA binding, fluorescence polarization. 320,000 compounds, 0.15% hits. inhibition, % at 11 µM. P03206. AID 2234; in the data active = inhibition above about 33%
LYPLA1 inh – blocks human lysophospholipase 1, a PME1 counter-screen; O75608; recombinant LYPLA1, FP-Rh probe fluorescence polarization; inhibition, % at 5.9 µM; 320,000 compounds, 0.16% hits;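 active = inhibition above the mean of all tested compounds plus 3 SD, set per campaign, cut at about 14% in these data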;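 note: inhibitors block serine hydrolase probe labeling of LYPLA1 so polarization falls; 0% = enzyme with DMSO and 100% = wells lacking LYPLA1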
Target sequence (O75608 whole entry, looked up): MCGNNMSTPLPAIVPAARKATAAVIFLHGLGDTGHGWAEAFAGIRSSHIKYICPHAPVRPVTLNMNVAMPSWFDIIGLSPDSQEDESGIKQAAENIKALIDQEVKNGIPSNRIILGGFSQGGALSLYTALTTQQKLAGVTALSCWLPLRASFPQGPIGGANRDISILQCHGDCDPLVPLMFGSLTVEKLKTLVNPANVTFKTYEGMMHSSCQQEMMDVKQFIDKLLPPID
EBNA-1 inhibitor – blocks EBNA-1 binding to DNA; EBNA-1 DNA binding, fluorescence polarization; inhibition, % at 14.8 µM; 300,000 compounds, 0.34% hits; AID 1950; in the data active = inhibition above about 28%
PAFAH1B2 inh – inhibitors of human PAFAH1B2. P68402. recombinant PAFAH1B2, FP-rhodamine activity probe, fluorescence polarization. inhibition, % at 3.39 µM. 340,000 compounds, 1.2% hits;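 active = inhibition above the mean of all tested compounds plus 3 SD, cut at about 24% in these data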;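 note: 0% = enzyme with DMSO and 100% = wells lacking PAFAH1B2; many of its hits are not listed in these tables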
Target sequence (P68402 whole entry, looked up): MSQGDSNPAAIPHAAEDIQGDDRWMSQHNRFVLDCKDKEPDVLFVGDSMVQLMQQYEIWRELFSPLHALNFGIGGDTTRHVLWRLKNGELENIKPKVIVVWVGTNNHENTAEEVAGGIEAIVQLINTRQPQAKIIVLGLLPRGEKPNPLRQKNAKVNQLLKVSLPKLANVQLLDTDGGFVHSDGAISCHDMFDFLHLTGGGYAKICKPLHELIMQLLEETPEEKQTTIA
PAFAH1B3 inh – inhibitors of human PAFAH1B3. Q15102. recombinant PAFAH1B3, FP-rhodamine probe, fluorescence polarization. inhibition, % at 3.39 µM. 340,000 compounds, 0.28% hits. AID 492972;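 active = inhibition above the screen-wide average of all tested compounds plus 3 SD, cut at about 25% in these data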;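 note: 0% = enzyme with DMSO only and 100% = wells lacking PAFAH1B3 protein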
Target sequence (Q15102 whole entry, looked up): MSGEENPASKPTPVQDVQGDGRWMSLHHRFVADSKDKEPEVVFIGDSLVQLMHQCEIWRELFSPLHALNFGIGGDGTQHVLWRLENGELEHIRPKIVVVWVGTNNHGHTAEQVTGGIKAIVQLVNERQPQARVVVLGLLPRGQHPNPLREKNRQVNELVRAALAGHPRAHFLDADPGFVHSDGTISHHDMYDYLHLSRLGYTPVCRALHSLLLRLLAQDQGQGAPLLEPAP
pPAFAH FP inh – inhibitors of human plasma PAF acetylhydrolase (pPAFAH); recombinant pPAFAH, FP-rhodamine probe fluorescence polarization; 330,000 compounds, 1.5% hits; Q13093; inhibition, % at 3.39 µM;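 active = inhibition above the mean inhibition across the screen plus 3 SD, cut at about 25% in these data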;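 note: inhibitors block binding of the rhodamine activity-based probe so polarization drops; 0% = enzyme with DMSO and 100% = wells lacking pPAFAH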
LYPLA2 counter – counter-screen for PME1 inhibitors: inhibitors of human LYPLA2; O95372; recombinant LYPLA2, FP-Rh probe fluorescence polarization; inhibition, % at 5.9 µM; 320,000 compounds, 0.38% hits; AID 2177;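 active = inhibition above the screen-wide mean plus 3 SD, limit set per campaign, cut at about 26% in these data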;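 note: 0% = LYPLA2 with DMSO and 100% = wells lacking LYPLA2 enzyme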
Target sequence (O95372 whole entry, looked up): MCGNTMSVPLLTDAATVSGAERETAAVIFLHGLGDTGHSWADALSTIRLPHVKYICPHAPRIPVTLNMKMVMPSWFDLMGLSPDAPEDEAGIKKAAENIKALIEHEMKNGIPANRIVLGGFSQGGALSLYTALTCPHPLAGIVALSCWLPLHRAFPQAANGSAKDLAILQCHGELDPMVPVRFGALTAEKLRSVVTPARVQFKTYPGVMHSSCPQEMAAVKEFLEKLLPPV
PAFAH2 FP inh – PAFAH2 (human) inhibition; Q99487; recombinant PAFAH2, FP-rhodamine activity probe, fluorescence polarization; inhibition, % at 3.39 µM; 340,000 compounds, 0.99% hits;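 active = inhibition above the mean over all tested compounds plus 3 SD, cut at about 30% in these data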;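 note: inhibitors block probe labeling of enzyme so polarization drops; 0% = enzyme with DMSO and 100% = wells lacking PAFAH2 protein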
PREPL inh – inhibits the human prolyl oligopeptidase-like enzyme; AID 2751; Q4J6C6; recombinant PREPL, fluorescence polarization activity-based probe; inhibition, % at 5.96 µM; 320,000 compounds, 0.68% hits; in the data active = inhibition above about 43%;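 note: 0% = enzyme with DMSO and 100% = wells lacking enzyme; many of its hits are not listed in these tables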
* = called active by the depositor; . = no result given. Only part of the results is shown; rates above refer to the full screens.

SMILES	ZTA DNA inh	LYPLA1 inh	EBNA-1 inhibitor	PAFAH1B2 inh	PAFAH1B3 inh	pPAFAH FP inh	LYPLA2 counter	PAFAH2 FP inh	PREPL inh
COc1cc(C(CC(=O)Nc2ccccn2)N2Cc3ccccc3C2=O)cc(OC)c1OC (stereo unspecified)	-12	5	-9	7	15	9	9	2	15
Cc1ccc(-c2nnc(Nc3ccc(CC(N)=O)cc3)c3ccccc23)cc1	7	-4	10	7	6	5	1	6	-2
CCOC(=O)c1c(C)[nH]c(C(=O)OCC(=O)NCc2ccc(C)cc2)c1C	-6	-3	.	-2	-6	-3	-2	2	-1
c1ccc(C2=Nn3c(nnc3-c3cc(-c4ccccc4)n[nH]3)SC2)cc1	2	-7	0	7	4	-6	-4	-3	-18
O=C1CC(=C2c3ccccc3-c3ccccc32)C(=O)N1CCN1CCN(c2ccccc2)CC1	6	-3	-5	1	10	16	-5	7	11
CCOc1ccccc1NC(=O)c1cnccn1	6	2	4	0	4	-2	-1	4	-3
Cc1ccc(S(=O)(=O)NCC(=O)OCCOc2ccccc2F)cc1	.	.	.	7	2	9	.	-1	-39
CC(C)(C)c1ccc(C(=O)NC(Cc2ccccc2)C(=O)O)cc1 (stereo unspecified)	-2	0	12	7	6	-1	6	-1	15
Cc1ccc(SC[C@H](Cc2ccccc2)N2CCN(CCc3ccccc3)CCC2=O)cc1	-2	-4	-4	6	1	-1	-6	3	0
NNC(=O)CN1C(=O)Nc2ccc(Cl)cc2C1c1ccccc1 (stereo unspecified)	-1	-14	0	4	7	-3	-17	-7	4
O=C(CSc1nnc(-c2ccco2)o1)Nc1ccccc1Cl	-12	0	1	5	10	3	3	-6	13
Cc1cc(=O)oc2c(CN(C)Cc3ccccc3)c(O)ccc12	-17	0	4	1	9	5	0	0	14
Cc1c(NS(=O)(=O)c2cccc3nsnc23)c(=O)n(-c2ccccc2)n1C	-16	-3	-4	2	2	-5	-8	-6	0
Cc1cc(N(C)/N=C/c2ccccc2)nc(-c2ccccc2O)n1	-2	-5	-2	5	5	2	-6	-7	-9
O=C(CN1C(=O)c2ccccc2C1=O)N1CCN(c2ccccn2)CC1	2	-1	-8	-7	1	-4	-2	2	-2
C=CCC[C@H](Cc1ccc(F)cc1)C(=O)OC[C@H](C)NC(=O)[C@H](CC=C)CC(=O)NCCO	.	.	.	11	1	1	.	1	10
O=C(CSc1nc(=O)n(CCN2CCOCC2)c2c1CCCC2)Nc1ccc([N+](=O)[O-])cc1	-7	-4	1	11	15	4	2	16	14
Cc1cccc[n+]1CC(=O)c1ccccc1	7	-1	-3	7	7	1	-2	-3	-5
Cn1c(=O)c2cc(S(=O)(=O)NC(Cc3ccccc3)C(=O)NCC3CCCO3)ccc2n(C)c1=O (stereo unspecified)	-8	-1	-5	3	8	4	3	-4	2
Cc1ccc(NC(=O)c2nc(S(=O)(=O)Cc3ccccc3C)ncc2Cl)cc1C	-5	-8	-5	-3	-7	-2	-5	0	-7
CCOC(=O)c1c(NC(=O)CSc2nnc(-c3ccccc3C)n2C)sc(C(C)=O)c1C	8	-9	-5	-3	6	-7	-4	4	13
COc1cc(N)c(Cc2nccc3cc(OC)c(OC)cc23)cc1OC	-1	-3	-2	8	0	7	-9	-2	13
COC(=O)C1CCN(c2cc(=O)n(C3CCCCC3)c(=O)[nH]2)CC1	-5	3	0	2	5	-5	-2	-18	1
Cc1cc(C(F)F)nn1CC(=O)NCc1ccccc1F	9	-2	5	4	-1	-1	-4	-4	14
COc1ccc(C(=O)N(Cc2ccccc2)Cc2cc3cc4c(cc3[nH]c2=O)OCCO4)cc1	2	1	3	4	-4	6	0	-1	6
O=C(O)COc1ccccc1/C=N/NC(=O)CN1CCN(S(=O)(=O)c2ccc(Br)cc2)CC1	-6	2	-3	27*	3	4	1	2	-1
COc1ccc2c(c1)CCC/C2=N/OC(=O)c1ccccc1OC	-2	-1	-1	0	12	0	3	-7	13
O=C(Cn1c(CN2CCCCC2)nc2ccccc2c1=O)NC1CCCCC1	-3	-4	-10	5	11	1	-5	-3	-4
COCCNC(=O)C(OC(=O)c1nsc(Cl)c1Cl)C(C)C (stereo unspecified)	-12	3	0	4	2	8	6	7	2
CN(c1ccccc1N(C)S(=O)(=O)c1ccccc1)S(=O)(=O)c1ccccc1	0	-1	-7	-2	2	-5	2	1	-10
Cc1nnc2n1N=C(c1ccc(F)cc1F)CS2	-3	0	.	1	12	4	1	3	0
CC(C)(C)C1=C(C#N)C(c2cccnc2)C(C#N)=C(N)O1 (stereo unspecified)	5	3	1	6	7	2	-1	1	12
Cc1nccc2[nH]c(=O)c(C(=O)NC3CCCCC3C)cc12 (stereo unspecified)	-6	-5	-2	4	-5	4	3	8	-2
Cc1ccc(C(=O)CSc2nc3ccccc3c(=O)[nH]2)cc1C	-14	3	-1	1	6	-3	3	6	8
O=C(Nc1ccc2c(c1)OCO2)c1nn(-c2ccccc2)c(=O)c2ccccc12	-21	-6	-2	1	11	0	10	-4	-2
COc1ccccc1C(=O)NC1CC2CCC(C1)N2Cc1ccccc1 (stereo unspecified)	-20	-1	-2	10	6	5	8	-1	5
O=C(CNC(=O)C12CC3CC(CC(C3)C1)C2)NC1=NCCS1	1	1	-5	4	1	0	5	6	-9
O=C(COC(=O)c1ccc(Cl)nc1)Nc1c(Cl)cccc1C(F)(F)F	-3	0	-6	3	-5	-1	0	26	11
CCc1cc2c(=O)c(-c3nc4ccccc4[nH]3)coc2c(CN2CCCCC2)c1O	3	-1	7	9	-5	4	-1	1	19
CC(=O)c1cccc(N=c2scc(-c3ccc(S(=O)(=O)N4CCOCC4)cc3)n2CCO)c1	-4	-6	-5	4	-2	-4	-2	5	15
O=C(O)c1cccc(-c2noc(-c3cccc(Cl)c3)n2)c1	-3	-3	.	4	4	0	2	-7	21
Cc1ccc2nc(-c3ccc(N)cc3)sc2c1	-14	0	1	.	.	16	2	.	2
CCC1(c2ccccc2)NC(=O)N(CC(=O)Nc2cc(Cl)ccc2N2CCOCC2)C1=O (stereo unspecified)	-14	-5	-17	6	9	2	-3	4	6
Cc1ccccc1NC(=S)N=Nc1c(O)n(C)c2ccc(S(=O)(=O)N3CCOCC3)cc12	-1	-2	42*	3	6	7	6	8	10
CCOC(=O)c1cnc(/N=C/N(C)C)s1	5	-2	5	-1	9	4	0	-2	-10
Cc1ccc(OCC(=O)Nc2c3c(nn2C(C)(C)C)CS(=O)(=O)C3)cc1	-11	2	4	7	11	3	5	-1	18
COc1ccc(-c2csc(/C(C#N)=C\c3ccc(OC)c([N+](=O)[O-])c3)n2)cc1	-6	0	12	0	2	3	-1	-24	-4
Cc1ccc2c(CC(=O)NCC(C)(C)N3CCOCC3)coc2c1	-37	3	7	9	11	4	7	-1	19
Cc1nn(-c2cccc(Cl)c2)c2c1C(c1ccncc1)C(C#N)=C(N)O2 (stereo unspecified)	-5	-2	2	6	7	17	3	20	8
C/C(=N/NC(=O)c1ccco1)c1ccc(NC(=O)c2ccc(Br)o2)cc1	3	1	-5	9	11	-1	0	1	20
CC(C)(C)C1=Nn2c(nnc2C2CCCCC2)SC1	-9	4	3	3	2	3	10	3	14
Cc1ccc(CS(=O)(=O)Cc2ccc(C(=O)NCc3ccco3)o2)cc1	-8	0	-5	1	0	34*	2	3	2
COc1ccccc1NCCC#N	-3	2	-2	4	2	3	0	0	11
Cc1ccc(S(=O)(=O)NCCN=C(CN2CCCC2)NS(=O)(=O)c2ccc(C)cc2)cc1	-1	3	3	1	5	9	4	6	-1
O=C(NCCc1nc2ccccc2[nH]1)/C(=C/c1ccc2c(c1)OCO2)NC(=O)c1ccccc1Cl	12	4	8	8	-12	-1	0	-2	-2
Cn1cccc1/C=N/NC(=O)CSc1nc2ccccc2[nH]1	11	1	10	.	.	0	1	.	-1
CCOc1cccc(-n2nnnc2-c2ccc(OC)cc2)c1	7	-4	9	0	8	3	3	3	12
Cc1cc(=O)[nH]c(SC(C)C(=O)Nc2cccc3ccccc23)n1 (stereo unspecified)	-18	3	-14	-1	-10	4	5	12	3
Cc1ccsc1/C=N/NC(=O)Cc1ccc([N+](=O)[O-])cc1	-2	-4	-9	2	9	-7	0	6	6
CCS(=O)(=O)N1CCCC(C(=O)NCCCN2CCCC2=O)C1 (stereo unspecified)	-5	3	-5	-1	-1	3	-1	-8	17

Later entries.
SMILES	ZTA DNA inh	LYPLA1 inh	EBNA-1 inhibitor	PAFAH1B2 inh	PAFAH1B3 inh	pPAFAH FP inh	LYPLA2 counter	PAFAH2 FP inh	PREPL inh
CCCc1nc(SC)[nH]c(=O)c1C	-7	0	-4	2	-3	-1	2	-4	11
COc1cc(C2C3CN(C)CC=C3C(C#N)=C(N)C2(C#N)C#N)ccc1OC(C)C (stereo unspecified)	15	-2	-2	3	5	6	-6	17	9
CCOC(=O)CSCC(=O)Nc1cc(C)ccc1C	-21	-4	1	1	0	2	-8	9	10
CCC(Oc1ccccc1)C(=O)Nc1cc(C(F)(F)F)ccc1N1CCOCC1 (stereo unspecified)	-2	-4	-14	1	-4	2	-7	6	18
CCOC(=O)c1c(C)c(C(=O)NC(C)COC)c(C)n1CC (stereo unspecified)	-5	-1	0	-1	-1	-3	3	-3	4
O=C1Nc2ccc(Cl)cc2C(=O)C1(F)c1ccccc1 (stereo unspecified)	2	0	7	.	.	2	-2	.	5
CC(NC(=O)Cn1nc(-c2ccccc2)c2ccccc2c1=O)c1ccccc1 (stereo unspecified)	-9	3	-3	2	-1	6	2	3	3
Cc1ccc(C)c(N2CCN(CCCNC(=O)CCn3c(=O)c4cccn4c4cccnc43)CC2)c1	-10	-3	1	3	2	-1	0	6	-1
O=C(CNCCc1ccccc1)N1CCc2ccccc2C1	-15	1	7	6	3	1	5	6	18
CCN(CC)S(=O)(=O)c1ccc(C(=O)Nc2c3c(nn2C(C)(C)C)CS(=O)(=O)C3)cc1	5	3	6	3	1	1	5	3	6
Cc1cc(C)cc(NC(=O)CSc2nnc(Cn3c(=O)sc4ccccc43)n2C)c1	0	-2	-7	0	6	-8	-10	1	-6
COC(=O)C(Cc1c[nH]c2ccccc12)NC(=O)c1cccs1 (stereo unspecified)	-2	-2	-8	5	15	-4	-8	2	11
SC(COCc1ccccc1)CN1CCN(Cc2ccc3c(c2)OCO3)CC1 (stereo unspecified)	9	-3	0	-4	5	0	-5	-6	23
Cc1cccc(OCc2nnc(SCC(=O)Nc3cc(C)on3)n2C)c1	-4	-1	31*	1	-3	-2	7	-5	14
COc1ccc(NC(=O)CCCCCN2C(=O)c3cccc([N+](=O)[O-])c3C2=O)c(OC)c1	1	2	-3	1	5	4	5	-3	12
COc1ccc(CNC(=O)CN(C(=O)c2csnn2)c2cnc3ccccc3c2)cc1	1	-2	6	6	-7	3	-2	6	2
CCN(CCC#N)c1ccc(/C=N/Nc2nc(C)cc(=O)[nH]2)c(C)c1	10	-1	2	2	8	0	0	0	4
O=C(CCn1cnc2ccccc2c1=O)Nc1nc2c(s1)CCCC2	-4	-7	1	7	3	-11	-11	-3	-10
COc1ccc(CNC(=O)C2CC(C)=C(C)CC2C(=O)O)cc1OC (stereo unspecified)	12	-3	-7	1	0	2	4	5	3

Compound activity (PubChem)
